From PubChem
Mtb RmlCD inh – M. tuberculosis RmlC/RmlD inhibition | hit rate 0.03% among 160,000 | RmlC+RmlD coupled enzyme assay, percent inhibition; primary screen in compound mixtures | inhibition, % at 3.6 µM | P9WH09+P9WH11; in the data active = inhibition mostly above about 34%, no sharp cut-off; inconclusive = no clear call, values can overlap the other calls; inactive = mostly below about 22%; also: some results filed as inactive read as strong as hits
Target sequence (P9WH09 whole entry, looked up): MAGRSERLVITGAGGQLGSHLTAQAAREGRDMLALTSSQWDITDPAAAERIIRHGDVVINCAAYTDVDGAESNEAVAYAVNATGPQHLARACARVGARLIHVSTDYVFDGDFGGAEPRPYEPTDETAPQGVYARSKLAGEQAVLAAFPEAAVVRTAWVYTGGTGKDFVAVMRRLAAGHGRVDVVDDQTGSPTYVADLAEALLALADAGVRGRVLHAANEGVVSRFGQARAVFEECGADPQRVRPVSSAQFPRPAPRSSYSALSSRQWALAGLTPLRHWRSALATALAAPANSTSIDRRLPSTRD
Target sequence (P9WH11 whole entry, looked up): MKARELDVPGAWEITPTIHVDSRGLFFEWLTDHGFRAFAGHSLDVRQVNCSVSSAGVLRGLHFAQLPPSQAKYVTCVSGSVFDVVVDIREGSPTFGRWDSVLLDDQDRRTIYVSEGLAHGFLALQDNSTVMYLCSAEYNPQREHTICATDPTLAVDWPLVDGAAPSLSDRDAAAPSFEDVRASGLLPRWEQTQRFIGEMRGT
M. tuberculosis GlmU – inhibition of mycobacterial GlmU enzyme – biochemical, glucosamine-1-phosphate acetyltransferase (AID 1376); M. tuberculosis GlmU acetyltransferase enzyme assay; higher % means a stronger effect; inhibition, %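 (tested at 30 µM in the primary screen)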, or IC50 in µM where a hit was titrated; hit rate 0.25% among 220,000; in the data active = inhibition above about 13%; inconclusive = no clear call, values can overlap the other calls;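 also: 0% = complete reaction with vehicle and 100% = reaction without substrate; strong numbers were not always called active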
An asterisk follows results filed as active; u = inconclusive; x = no result given; & = joins results of further samples. Not all compounds are listed (hit frequency here may not be typical).

Below each compound: Mtb RmlCD inh, M. tuberculosis GlmU
COc1ccc(C2CC(=O)C(C=NCCN3CCOCC3)=C(O)C2)cc1 (stereo unspecified)
 : x, 3.5%
CCOC(=O)c1cnc2ccc(OCC)cc2c1N1CCN(c2ccccc2)CC1
 : x, 0.4%
COc1ccc(/C=N/N=C2/C(=O)Nc3ccccc32)cc1O
 : 5, -6.4%
O=C(CN1CCCC1)Nc1ccccc1Sc1ccc(Cl)cc1
 : 5, -2.0%
O=C(Cc1ccc(Cl)c(Cl)c1)Nc1cccc(S(=O)(=O)N2CCOCC2)c1
 : -10, 1.3%
Cc1ccccc1NC(=O)CSCc1nc(N)nc(Nc2ccccc2C)n1
 : 10, -9.0%
CCCCN(CC)C(=O)Cn1cnc2ccc(S(=O)(=O)N3CCC(C)CC3)cc2c1=O
 : x, -1.4%
Cc1ccc(NC(=S)NC(=O)c2ccc(-c3ccccc3)cc2)c(C)c1
 : 2, -3.9%
Cc1ccc(OCC(=O)NCC(=O)n2nc(C)cc2C)cc1
 : -9, x
COCOc1ccc(/C=C/C(=O)c2c(O)cc(OCOC)cc2OCOC)cc1
 : x, 1.6%
CC(=O)Nc1cccc(C(=O)N/N=C/c2ccc(C)o2)c1
 : -4, -0.5%
O=C(NN=C1CCCCCC1)c1ccc2c(c1)OCO2
 : 0, -5.2%
Cn1c(=NC(=O)CCl)sc2ccccc21
 : x, -1.1%
O=C1CC(C(=O)Nc2ccccc2C(=O)O)C(c2ccccc2)O1 (stereo unspecified)
 : x, -4.5%
CC(/C=C1\SC(=S)N(NC(=O)c2ccncc2)C1=O)=C\c1ccccc1
 : 2, 1.6%
Cc1sc(NC(=O)C2C3CCC(O3)C2C(=O)O)c(C(=O)OC(C)C)c1-c1ccc(Cl)cc1 (stereo unspecified)
 : -5, 4.6%
O=C(Nc1nc(-c2ccccc2)c(-c2ccccc2)s1)c1ccc(S(=O)(=O)N2CCCCC2)cc1
 : 1, 2.1%
CCSc1ccccc1C(=O)N1CCN(c2ccccc2F)CC1
 : 74, 7.2%
COc1ccc(-c2nc(N)nc(C)c2Oc2ccccc2Br)c(O)c1
 : x, 1.1%
COc1ccc(-c2noc(CN3CCN(c4ccccc4F)CC3)n2)cc1OC
 : x, 0.2%

Complete entries from above. Screens in order: Mtb RmlCD inh | M. tuberculosis GlmU
`COCOc1ccc(/C=C/C(=O)c2c(O)cc(OCOC)cc2OCOC)cc1` in the list: x | 1.6%
`CC(=O)Nc1cccc(C(=O)N/N=C/c2ccc(C)o2)c1` in the list: -4 | -0.5%

Additional structures follow.
Below each compound: Mtb RmlCD inh, M. tuberculosis GlmU
COc1cc(/C=C/C(=O)O)cc(S(=O)(=O)Nc2ccccc2SC)c1OC
 : 9, 1.6%
Cc1c(C(=O)c2ccc(Cl)c(Cl)c2)cnc2cc3c(cc12)OCO3
 : x, 1.1%
COc1ccc(-c2nc3ccc(C)cn3c2NCc2ccc3c(c2)OCO3)cc1
 : 9, 1.4%
O=S(=O)(c1ccc(Oc2ccc(Cl)cc2)c(S(=O)(=O)N2CCCCC2)c1)N1CCCCC1
 : -10, 2.5%
CCc1ccccc1NC(=O)CSc1nnc([C@@H](NC(=O)OC(C)(C)C)C(C)C)o1
 : x, -0.3%
C=C(C)Cn1c(SCC(=O)N/N=C/c2ccccc2)nc2ccccc2c1=O
 : -8, 0.3%
COC(=O)[C@@H]1C[C@@]1(C)[C@@H](NP(=O)(c1ccccc1)c1ccccc1)c1ccccc1
 : x, 2.2%
COc1cccc(NC(=O)c2ccccc2-c2nc(-c3ccc(Cl)cc3)no2)c1
 : 4, -6.3%
CCC(CO)NCc1ccccc1OC(C)C (stereo unspecified)
 : 6, 2.8%
FC(F)(F)c1cccc(Nc2nc(N3CCCC3)nc(N3CCCC3)n2)c1
 : 10, -4.8%
O=C(OCn1nnc2ccccc2c1=O)c1cccnc1Cl
 : -3, 9.8%
COC(=O)c1ccc2c(c1)NC(=O)C(N(CC(C)C)CC(C)C)S2 (stereo unspecified)
 : x, 1.7%
COc1cc(NC(=O)c2ccco2)c(OC)cc1NC(=O)CCC(=O)Nc1cc(C)cc(C)c1
 : -3, 0.4%
Cc1onc(-c2ccccc2Cl)c1C(=O)Nc1nn[nH]n1
 : 10, 2.7%
Cc1cc(-c2csc(N)n2)c(C)n1-c1ccccc1
 : 7, -8.0%
O=C(Nc1nc2c(s1)COc1ccccc1-2)c1cccs1
 : -12, 6.4%
COc1ccc(NC(=O)COc2ccc(C(=O)NC3CCCc4ccccc43)cc2OC)cc1 (stereo unspecified)
 : -11, 0.4%
CCOC(=O)C1=C(c2ccccc2)NC(=O)NC1c1ccc(N(C)C)cc1 (stereo unspecified)
 : x, 7.3%
COc1ccc(NC(=O)C2CC(=O)N/C(=N/NC(=O)c3ccc(Cl)cc3)S2)cc1 (stereo unspecified)
 : 7, 5.8%
Cc1ccc(N(C(=O)c2ccco2)C2C=CS(=O)(=O)C2)cc1 (stereo unspecified)
 : 5, -2.5%
CCc1cc2c(C)cc(=O)oc2cc1OC(=O)C1CCCN1C(=O)OC(C)(C)C (stereo unspecified)
 : 7, 9.2%
O=C1c2ccccc2NC(c2cccc(O)c2)N1Cc1ccco1 (stereo unspecified)
 : 0, -5.0%
CC(C)C(C)NC(=O)CSc1nc2scc(-c3ccco3)c2c(=O)n1-c1ccccc1 (stereo unspecified)
 : -18, -4.2%
CCOC(=O)c1c(NC(=O)C2C3C=CC(C3)C2C(=O)O)sc2c1CCC(C)C2 (stereo unspecified)
 : x, 9.2%
CCCCCCN(C(=O)CCCCCN1C(=O)NC(c2ccc(-c3ccccc3)cc2)C(C(=O)OCc2ccccc2)=C1C)C(C(=O)NCCCC)c1cccc(C(=O)OC)c1 (stereo unspecified)
 : 1, -1.5%
O=C(c1ccc2c(c1)C(=O)N(Cc1ccco1)C2=O)N1CCOCC1
 : -9, 1.9%
CSc1ccc2c(c1)N(CCC1CCCCN1C)c1ccccc1S2 (stereo unspecified)
 : x, -12%
CC(C)(C)NC(=O)C(c1ccccc1)N(C(=O)c1ccco1)C1CC1 (stereo unspecified)
 : -9, 2.6%
C/C(N)=C(/C#N)C(=O)CSc1nc2ccc(C)cc2[nH]1
 : 2, 4.1%
N#CCCn1nc(-c2ccc([N+](=O)[O-])cc2)cc1Nc1ccccc1NC(=O)C(F)(F)F
 : -7, -5.7%
COc1ccc(C(=O)NNC(=O)CN2CCN(c3nc(-c4ccccc4)cs3)CC2)cc1
 : 1, 2.1%
CCN(CC)S(=O)(=O)c1cc(NC(=O)C(C)N2CC=C(c3ccccc3)CC2)ccc1C (stereo unspecified)
 : 20, -1.9%
CCOC(=O)C1=C(C)NC(=O)NC1c1ccccc1 (stereo unspecified)
 : x, 0.4%
Cc1cc(C)nc(NS(=O)(=O)c2ccc(N/C=C/C(=O)c3ccc(Cl)cc3)cc2)n1
 : -5, 0.7%
CCN1C(=O)/C(=C2/C(=O)N3c4c(cc(OC(C)=O)cc42)C(C)=CC3(C)C)SC1=S
 : 2, 0.0%
O=C(O)c1ccc2c(c1)N(Cc1ccccc1F)C(=O)c1ccccc1S2=O (stereo unspecified)
 : 5, 6.5%
CCN(CC)c1ccc(NC(=O)COC(=O)/C=C/c2nc3ccccc3s2)cc1
 : 1, -2.3%
O=C(Nc1ccccc1)Nc1csc2ccccc12
 : 8, -1.9%
CN(C)C=C1C(=O)c2ccccc2C1=O
 : x, -3.3%
Cc1ccc(S(=O)(=O)N2CCCCC2)cc1NC(=O)COC(=O)C1CC2C=CC1C2 (stereo unspecified)
 : 7, -1.9%

Given with each value named: entries from further up.
Structure: COc1ccc(C(=O)NNC(=O)CN2CCN(c3nc(-c4ccccc4)cs3)CC2)cc1
  Mtb RmlCD inh: 1
  M. tuberculosis GlmU: 2.1%
Structure: CCN(CC)S(=O)(=O)c1cc(NC(=O)C(C)N2CC=C(c3ccccc3)CC2)ccc1C (stereo unspecified)
  Mtb RmlCD inh: 20
  M. tuberculosis GlmU: -1.9%
Structure: CCOC(=O)C1=C(C)NC(=O)NC1c1ccccc1 (stereo unspecified)
  Mtb RmlCD inh: x
  M. tuberculosis GlmU: 0.4%

Next section.
Below each compound: Mtb RmlCD inh, M. tuberculosis GlmU
COc1ccc(CC(=O)Nc2sc(Cc3ccccc3)c(C)c2C(N)=O)cc1
 : 5, -2.0%
CCCCN(C(=S)Nc1ccc(F)cc1)c1c(N)n(CCC)c(=O)[nH]c1=O
 : -9, -3.5%
COc1ccc(S(=O)(=O)Nc2c(C(=O)O)[nH]c3ccccc23)c(OC)c1
 : -4, 0.1%
CC(=O)Nc1sc(N/N=C/c2ccc(O)cc2)nc1-c1ccc(C)cc1
 : x, -4.3%
CCN(CC)c1ccc(C=Nc2ccc(C)cc2)c(O)c1
 : x, 2.2%
Cc1cc(C)c2c(n1)sc1c(=O)n(Cc3ccc(F)cc3)cnc12
 : -20, 2.4%
CC(=O)Nc1cc([As](=O)(O)O)ccc1O
 : -7, 4.6%&6.3%
S=C(NCc1ccccc1)NNc1nc2ccccc2[nH]1
 : -9, 11%
CCSc1nc(O)c(Cc2ccccc2)c(=O)[nH]1
 : 3, -2.3%
CC(C)C1OC2(C)OC(=N)C1(C#N)C(C#N)(C#N)C2c1ccccc1 (stereo unspecified)
 : 10, 4.4%
O=C(/C=C/c1ccco1)Nc1ccc(Cl)c(S(=O)(=O)N2CCOCC2)c1
 : 12, 2.6%
Cc1ccc(-n2c(C(C)n3nc(C)c([N+](=O)[O-])c3C)n[nH]c2=S)cc1 (stereo unspecified)
 : x, 6.0%
O=C(Cn1ccccc1=O)c1cccs1
 : -12, 5.9%
COc1ccc(-c2nc(N)n(C(=O)c3ccccc3Cl)n2)cc1
 : -5, 0.1%
O=c1c(Cc2ccccc2)c(O)nc2n1CCS2
 : 45, -4.1%
CCC(C)C(NC(=O)c1ccccc1NC(=O)c1ccc(C)cc1)C(=O)O (stereo unspecified)
 : -8, -1.8%
O=C(NCCCn1ccnc1)C1CC(c2ccccc2Cl)=NO1 (stereo unspecified)
 : x, -2.8%
CC(/C=C/c1ccc(OCc2ccccc2)cc1)=N\O
 : -6, 7.2%
COC(=O)C(NC(C)=O)(Nc1ccccn1)C(F)(F)F (stereo unspecified)
 : 4, -0.6%
CC(C)[C@H](NC(=O)OC(C)(C)C)c1nnc(S(=O)(=O)Cc2c(F)cccc2Cl)o1
 : x, -3.6%
CCOC(=O)CCc1c(C)c2ccc(O)cc2oc1=O
 : u, -5.1%
Cc1[nH][nH]c(=O)c1[C@@H](c1ccccc1[N+](=O)[O-])C(C#N)C#N
 : -10, -0.7%
CCNC(=O)c1c(N)sc2c1CCCCC2
 : x, 4.8%
COc1cc2ncnc(NCc3cccs3)c2cc1OC
 : 8, -4.0%
Cc1ccccc1NC1c2ccccc2C(=O)N1Cc1ccco1 (stereo unspecified)
 : -1, -0.2%
O=C(/C=C/Nc1ccc(S(=O)(=O)Nc2ncccn2)cc1)c1ccc2ccccc2c1
 : -10, 3.4%
O=C(CCc1nc(-c2ccccc2F)no1)NCCN1CCN(Cc2ccccc2)CC1
 : -7, 0.1%
Cc1nnc2ccc(-c3cccc(NC(=O)c4ccco4)c3)nn12
 : -12, 0.7%
COCCNC(=S)N1CCN(C(=O)C(=O)Nc2ccc(C(=O)OC)cc2)CC1
 : 0, 3.7%
CC1CCN(c2ccc(/C=C(\C#N)c3nn(-c4ccccc4)c(N)c3C#N)cc2[N+](=O)[O-])CC1
 : x, 0.0%
O=C(O)CCSc1nnc(-c2cccnc2)n1-c1ccccc1
 : x, 3.8%
Cc1ccc(S(=O)(=O)N2CCOCC2)cc1NC(=O)COC(=O)c1ccc(OCc2c(C)noc2C)cc1
 : -10, -0.8%
CCn1nc(C)c(CN2CCc3c([nH]c4ccccc34)C2C(C)(C)C)c1C (stereo unspecified)
 : -9, 1.1%
Cc1cc([N+](=O)[O-])cnc1Sc1nccn1C
 : -10, -3.9%
CCc1nc(SCC(=O)N2CCCc3ccccc32)c2oc3ccccc3c2n1
 : -5, 1.8%
CC1=C(C(=O)OCCOC(C)C)C(c2cccnc2)C2=C(CCCC2=O)N1 (stereo unspecified)
 : x, -0.4%
Cc1ccc(C(=O)n2cnnc2N)cc1C
 : 11, -3.5%
CCC1(CC)NC(=O)N(CC(=O)OCC(=O)Nc2ccccc2[N+](=O)[O-])C1=O
 : x, -1.5%
COc1cccc(Cn2nnc(C(=O)Nc3cc(Cl)ccc3OC)c2N)c1
 : -8, 1.5%
Cc1cccc(C)c1NC(=O)CNC(=O)Cc1ccc(Br)cc1
 : -11, 0.5%
Cc1sc2nc(C)n(/N=C/c3ccccc3)c(=O)c2c1C
 : 20, -5.5%
O=C(CS(=O)(=O)c1ccc2ccccc2c1)N1CCCCCC1
 : -11, x
COCCN(CCOC)S(=O)(=O)c1ccc(OC)cc1
 : -6, 2.8%
CC(C)=CCc1cc([C@@H]2CC(=O)c3ccc(O)c(CC=C(C)C)c3O2)ccc1O
 : x, 1.9%
COc1cccc(NC(=O)Nc2nnc(CC(=O)Nc3ccccc3)s2)c1
 : 7, 1.9%
N#Cc1ccccc1/C=C/C(=O)N1CCOCC1
 : -10, 6.6%
N/C(=N\OC(=O)COc1ccc(Br)cc1Cl)c1ccncc1
 : 3, 4.2%
CC(OC(=O)c1ccco1)C(=O)NCc1cccs1 (stereo unspecified)
 : x, 4.0%
O=C(CCn1c(=S)oc2ccccc21)NC1CCCCCC1
 : 7, -4.4%
CCOc1ccc(NC(=O)CCC(=O)NNC(=O)Nc2ccc(Cl)cc2)cc1
 : -5, -1.0%
O=c1c2c3c(sc2n2cnnc2n1-c1ccccc1)N(Cc1ccccc1)CCC3
 : 2, 0.3%
NCCNC[C@@H]1COC2(CCCCCCCCCCC2)O1
 : -6, -4.4%
COC(=O)c1sccc1NC(=O)Cc1ccc(OC)c(OC)c1
 : 11, 6.6%
COc1cccc(NC(=O)CNS(=O)(=O)c2ccc(Cl)cc2)c1
 : 7, -1.7%
